Tat export inh – E. coli Tat transport inhibition. E. coli MC4100 TorA-mCherry Tat export, fluorescence. inhibition, % at 10 µM. actives 0.036% (n = 340,000). AID 488895;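 active means mean replicate inhibition at least 50% and at least half of replicates individually reaching 50%; inconclusive means only one of the two criteria met; inactive means neither criterion met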;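 further: exported cargo escapes ClpAP degradation while cytoplasmic cargo is degraded and loses fluorescence; 0% = median of neutral control wells and 100% = median of NaSCN control wells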
CAL PDZ inh – blocks peptide binding to human CAL PDZ domain; Q9HD26; purified CAL PDZ, TMR-peptide fluorescence polarization, 1 h; inhibition, % at 20 µM; actives 0.02% (n = 330,000); AID 504414;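 active means highest replicate inhibition of at least 40%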;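 further: plate controls were DMSO neutral control wells for no effect and unlabeled competitor peptide control wells for full effect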
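Material: tagged CAL PDZ domain; buffer or medium: 25 mM sodium phosphate pH 7.4, 150 mM NaCl, TCEP, IgG, Thesit; compound dosing: single point, 20 µM; schedule: 1 h incubation at room temperature before polarization reading; measured by: FP readout, S and P plane fluorescence; read-out basis: percent inhibition from loss of millipolarization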
DAGLB inhibitor – diacylglycerol lipase beta (human) inhibition. Q8NCG7. HEK293T DAGLB membrane lysate, EnzChek fluorogenic substrate. inhibition, % at 5.17 µM. actives 0.059% (n = 340,000); in the data active means inhibition above about 34%;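 further: 0% = enzyme with vehicle and 100% = wells lacking enzyme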
Target sequence (Q8NCG7 whole entry, looked up): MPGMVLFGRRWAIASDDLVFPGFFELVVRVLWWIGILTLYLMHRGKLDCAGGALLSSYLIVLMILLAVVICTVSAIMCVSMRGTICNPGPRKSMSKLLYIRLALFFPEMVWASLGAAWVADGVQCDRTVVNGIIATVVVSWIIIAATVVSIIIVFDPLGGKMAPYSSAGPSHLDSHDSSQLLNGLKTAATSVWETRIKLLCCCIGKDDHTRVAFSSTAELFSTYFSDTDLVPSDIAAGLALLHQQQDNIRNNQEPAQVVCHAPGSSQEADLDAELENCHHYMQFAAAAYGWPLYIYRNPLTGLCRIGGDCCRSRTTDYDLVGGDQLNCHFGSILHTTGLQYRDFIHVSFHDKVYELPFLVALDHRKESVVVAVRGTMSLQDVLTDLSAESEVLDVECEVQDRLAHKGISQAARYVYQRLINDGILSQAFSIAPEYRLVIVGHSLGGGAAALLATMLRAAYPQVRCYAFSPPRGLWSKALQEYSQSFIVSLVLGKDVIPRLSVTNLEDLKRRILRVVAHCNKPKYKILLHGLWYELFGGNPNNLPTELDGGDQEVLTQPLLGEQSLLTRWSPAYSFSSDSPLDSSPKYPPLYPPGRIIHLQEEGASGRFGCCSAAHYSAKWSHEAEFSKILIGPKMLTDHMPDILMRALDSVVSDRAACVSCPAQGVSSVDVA
phage Ecoli inh – E. coli growth loss with phage present; growth absorbance; inhibition, % at 11.9 µM; actives 0.26% (n = 360,000); AID 651602; in the data active means inhibition above about 11%
PfHsp90 set2 – reduces growth (ATP signal) of yeast expressing P. falciparum Hsp90; S. cerevisiae expressing PfHsp90, BacTiter-Glo ATP, 48 h; yeast lacking PDR1 and PDR3 efflux regulators; inhibition, % at 9.4 µM; actives 0.32% (n = 310,000); AID 504621;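 active means every replicate shows inhibition above about 80%, whatever the replicate mean, limit read from the data; inconclusive means mean inhibition reaches the set limit but some replicate falls short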;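 further: 0% = DMSO neutral controls and 100% = 20 µM radicicol positive controls; yeast relying on Plasmodium falciparum Hsp90 in place of its own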
E coli growth – counter-screen for AddAB inhibitors: E. coli growth inhibition; E. coli V3065 growth, OD600 absorbance, 18 h; actives 0.27% (n = 330,000); inhibition, % at 11.9 µM;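 active means inhibition above the campaign's mean inhibition across all tested compounds plus 3 SD, cut at about 9.9% in these data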;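 further: uninfected addAB+ strain grown without phage in ampicillin broth; 0% = DMSO wells and 100% = ciprofloxacin 0.95 µg/ml wells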
Rtt109 Vps75 – C. albicans Rtt109 histone acetyltransferase inhibition; inhibition, % at 34.9 µM; AID 540336; actives 0.16% (n = 330,000); purified Rtt109/Vps75, ThioGlo CoA-SH fluorescence, 4 h;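 active means inhibition of at least 50% in every replicate; inconclusive means best replicate reaches 50% inhibition but some replicates fall short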
Target sequence (Q5AAJ8 whole entry, looked up): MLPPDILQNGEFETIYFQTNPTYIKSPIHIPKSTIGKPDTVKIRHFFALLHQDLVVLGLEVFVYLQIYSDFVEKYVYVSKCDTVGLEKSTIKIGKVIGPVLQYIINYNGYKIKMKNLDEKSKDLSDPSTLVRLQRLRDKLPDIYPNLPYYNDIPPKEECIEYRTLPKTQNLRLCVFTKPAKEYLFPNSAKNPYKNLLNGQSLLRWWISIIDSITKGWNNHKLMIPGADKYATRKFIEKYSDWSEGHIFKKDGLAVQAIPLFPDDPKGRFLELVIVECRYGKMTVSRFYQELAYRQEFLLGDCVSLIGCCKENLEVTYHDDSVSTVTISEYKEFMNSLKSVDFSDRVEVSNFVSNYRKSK
Wnt act – activates Wnt/beta-catenin signaling in a reporter cell assay; activation, % at 9.35 µM; activator, plate reader; AID 743398; actives 1.2% (n = 300,000); in the data active means activation above about 30%, passing the limit was not always enough; inconclusive means no clear call, values can overlap the other calls;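 further: 0% = neutral control wells and 100% = positive control wells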
PvdQ inh – blocks Pseudomonas aeruginosa PvdQ acylase activity; AID 488965; actives 0.063% (n = 340,000); purified PvdQ acylase, fluorescence plate reader; inhibition, % at 10 µM; in the data active means inhibition above about 30%, passing the limit was not always enough; inconclusive means no clear call, values can overlap the other calls;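 further: 0% = vehicle neutral wells and 100% = reference inhibitor wells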
AddAB inh – less growth of phage-infected E. coli with AddAB; inhibition, % at 11.9 µM; AID 435030; E. coli expressing H. pylori AddAB, absorbance growth; actives 0.29% (n = 330,000); in the data active means inhibition above about 12%;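 further: 0% = vehicle wells of infected cells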
* = called active by the depositor; ? = inconclusive; . = no result given. Compounds were not picked by outcome; about 1.9% have a hit in one of these screens.

Each structure is followed by: Tat export inh, CAL PDZ inh, DAGLB inhibitor, phage Ecoli inh, PfHsp90 set2, E coli growth, Rtt109 Vps75, Wnt act, PvdQ inh, AddAB inh
- C#CCOCCOCCOCCNc1nc(N2CCN(C(=O)[C@H]([C@@H](C)CC)n3cc([C@@H](N)Cc4ccc(O)cc4)nn3)CC2)nc(N2CCN(C(=O)[C@H](Cc3ccc(O)cc3)n3cc([C@@H](N)C(C)CC)nn3)CC2)n1 (stereo partly drawn)
    2, -0.3, 3, 1.4, 32, -2.7, 20, -3, -1, 2.9
- Cc1cc(CC(C)C)n(-c2nc3ccccc3c(=O)n2OCc2ccccc2)n1
    23, 4.2, -10, -1.4, ., -4.1, 4, ., -8, 1.7
- Cc1ccc(C)c(NC(=S)NC(C)C(c2ccccc2)N2CCN(C)CC2)c1 (stereo not drawn)
    7, 10, -2, -0.1, 6, 0.4, -3, -1, -9, 2.2
- [NH-]c1ncnc2c1N=C[N+]2=CC=CCO
    8, 0.8, 1, 3.5, 3, ., 1, -1, -17, .
- Cc1n[nH]c(C)c1S(=O)(=O)Nc1ccc2c(c1)OCCO2
    -4, -1.7, -4, 2.8, 9, -1.8, -3, 0, -4, 0.9
- O=c1cc(N2CCCCC2)c(-c2ccccc2)nn1Cc1cccc(Cl)c1
    -13, -0.4, -3, 1.8, -15, -1.4, 5, ., 8, 2.8
- CN(C(=O)COC(=O)c1ccc2[nH]c3c(c2c1)CCCC3)C1CCS(=O)(=O)C1 (stereo not drawn)
    -8, -0.5, 1, 2.6, -26, -0.7, -11, 1, -11, -2.8
- CCOC(=O)c1sc(NC(=O)CCCCCN2C(=O)c3cccc4cccc(c34)C2=O)nc1C
    -14, 0.3, -3, 0.8, 11, ., -12, 0, -13, .
- COc1ccc(C(C)NC(=O)Cc2ccc(Br)cc2)cc1 (stereo not drawn)
    -1, -3.0, 1, 5.1, -9, 2.0, -2, ., -5, 0.8
- O=[N+]([O-])c1ccc(NC(=S)NCc2ccncc2)cc1
    -6, -1.3, -2, 4.6, -12, 0.4, 4, -1, 1, 3.8
- COc1ccc(NC(=O)CSc2ncnc3c2nnn3-c2ccc(F)cc2)c(OC)c1
    5, -3.7, -2, 3.2, ., -1.9, 7, 0, -8, -0.2
- O=C1NC[C@H](c2ccccc2)N(CCC23CC4CC(CC(C4)C2)C3)C1=O
    -15, -0.8, -3, 3.4, -2, -0.8, 0, -3, -4, 0.0
- COc1cccc2c(=O)n(CC(=O)Nc3ccc(F)cc3F)ccc12
    -2, -1.0, -1, 4.8, 16, 0.3, -5, -1, -2, -1.5
- O=C(CNc1ccccc1)N/N=C/c1ccc([N+](=O)[O-])cc1
    0, -2.4, 4, 3.9, -2, 1.4, ., 2, -7, 1.8
- CCCc1cc(=O)[nH]c(SCC(=O)Nc2ccc3ccccc3c2)n1
    -10, -1.7, 2, 0.5, -9, 2.4, -1, 4, -4, 0.8
- CN(Cc1ccccc1)S(=O)(=O)c1ccc(N2CCOCC2)nc1
    -2, 1.0, -2, 4.3, 9, -0.2, 1, -4, -16, 4.4
- CC(Nc1ccc(Br)cn1)c1cc(Cl)ccc1O (stereo not drawn)
    -3, -0.7, 0, 1.9, -21, ., 5, -5, -4, .
- COc1ccc(S(=O)(=O)N2CCN(C(=O)c3ccco3)CC2)cc1OC
    -6, -2.7, 0, 1.9, 1, -4.0, 7, ., 10, 0.5
- Cc1cc(C)nc(NC(=O)c2ccc([N+](=O)[O-])c(C)c2)n1
    -2, ., -3, -0.4, -9, -2.1, -2, 1, 6, 0.4
- CC(C)(C)NC(=O)CSc1nc2ccc(NC(=O)CSc3nnc(N)s3)cc2s1
    2, -2.8, -1, 3.4, 7, -1.5, 5, 0, -20, -0.4
- O=C(CSc1nc2ccccc2s1)Nc1ccc(N2CCOCC2)c(Cl)c1
    -23, -3.3, -6, 16*, -19, 12*, 5, ., 0, 21*
- CCOC(=O)Cc1csc(N/C(=N/S(=O)(=O)c2ccc(F)cc2F)c2ccccc2)n1
    -13, -0.8, 2, 2.2, -14, -0.5, 4, -1, 17, 2.4
- Cn1c(=O)[nH]c(=O)c2[nH]c(CN3CCN(C(=O)c4ccco4)CC3)nc21
    -9, -0.8, 1, -0.9, -13, 2.3, 5, ., -1, -0.4
- CCCc1nc2sc3c(c2c(=O)[nH]1)CCCC3
    7, -1.3, 0, 5.9, -55, -1.3, -5, -1, -5, 0.8
- Cc1ccc(C)c(NC(=O)CSc2ncnc3nc[nH]c23)c1
    -4, -0.1, 0, 0.8, 5, 0.7, -1, ., -18, 1.5
- N#Cc1nc(COc2ccccc2)oc1N1CCN(Cc2ccccc2)CC1
    -12, -1.8, -7, 3.2, 8, 2.6, 1, -2, -21, 3.8
- Cc1cc(C)cc(NC(=O)COC(=O)CNC(=O)C2CCCCC2)c1
    -8, 0.0, -3, -0.8, 3, 0.2, -9, -5, -15, 2.1
- COc1cccc2sc(Nc3nnc(-c4cccs4)o3)nc12
    5, -0.3, 0, 0.3, ., -3.6, -4, 59*, 8, -1.5
- O=C(Nc1cccc(F)c1)C1CCN(C(=O)NCc2ccccc2)CC1
    -2, -2.8, -2, -0.8, -32, 0.8, 11, -1, 3, 5.0
- Cc1ccc(S(=O)(=O)Nc2ccccc2C(=O)N2CCN(C)CC2)cc1
    -1, 0.9, 1, 0.6, 3, -0.2, -4, -1, 0, 0.1
- Cc1cc(NC(=O)c2cc(C(C)(C)C)oc2C)no1
    7, 0.0, -4, 0.8, 9, -0.7, 4, 15, -5, -0.7
- Cc1cc(=O)oc2cc(OCC(=O)NCC3CCC(C(=O)O)CC3)ccc12 (stereo not drawn)
    0, -0.2, 0, 2.6, 18, -1.7, -4, -5, -18, 5.7
- COc1ccc(C(=O)NNc2ccccc2)cc1
    -8, -0.7, -4, 1.2, 8, 0.0, 9, -1, -8, 2.0
- Cc1cccc(N2CCN(C(=O)c3ccc(NS(=O)(=O)c4c(C)noc4C)cc3)CC2)c1C
    1, -2.4, 1, -0.5, 6, -2.8, 7, -6, -8, -1.2
- CCS(=O)(=O)c1ccc2oc(SCC(=O)Nc3ccc(OC)c(OC)c3)nc2c1
    2, -2.6, -3, 3.4, -24, -0.4, -13, 3, -11, 0.5
- CCc1ccc(/C=C2/C(=O)N(c3ccccc3)C(=S)N2CC(=O)OC)s1
    6, -0.2, 1, 0.3, 13, -3.6, 4, ., -2, -0.8
- CN(C)c1ccc(-c2noc(-c3ccccc3O)n2)cc1
    -2, -0.6, -8, 1.4, 43, 0.2, -10, 16, -4, 5.0
- COC(=O)CC1C(=O)NCCN1C(=S)NC(=O)c1sc2ccccc2c1Cl (stereo not drawn)
    -5, -3.1, 1, 3.7, 5, -1.1, 6, -2, -11, -0.8
- CC[C@@]12C(=O)N(c3ccc(C)cc3)C(=O)N1[C@H](c1ccc(Br)cc1)[C@@H]1C(=O)N(C(C)(C)C)C(=O)[C@@H]12
    1, -2.8, 0, 5.6, -20, -0.7, 2, -5, -21, 2.8
- CCOc1ccc(C(c2c(O)nc(SC)n(C)c2=O)c2c(O)nc(SC)n(C)c2=O)cc1
    1, -0.6, -2, 0.8, -16, -0.8, 1, ., -6, -1.5
- NC(=O)C(c1cccc(Cl)c1)c1ncc(C(F)(F)F)cc1Cl (stereo not drawn)
    -2, -0.4, -1, 2.3, 7, -0.2, 8, -2, 4, 1.8
- O=C1NC2(CCCCC2)C(=O)N1Cc1cc(=O)n2ccsc2n1
    -6, 0.0, 0, 1.8, 0, 0.8, 4, -1, -5, -0.6
- CCOC(=O)C1CCN(C(c2cc3cc(C)cc(C)c3[nH]c2=O)c2nnnn2C2CCCCC2)CC1 (stereo not drawn)
    -9, ., -2, 0.1, ., -2.1, 1, ., -4, -0.9
- O=c1oc(-c2ccccc2)nc2sc3c(c12)CCCC3
    ?, -2.8, -4, 1.7, -10, 3.0, 0, ., 4, 1.0
- Cc1ccc(NC(=O)CSc2nnc([C@@H]3CCCN3C(=O)OC(C)(C)C)o2)c(C)c1
    2, -2.3, 0, 1.7, -4, 2.5, 9, ., -10, 3.2
- COc1ccc(OC)c(NC(=O)CSc2nnnn2-c2ccc3c(c2)OCO3)c1
    -1, -2.4, -3, 1.7, -7, 1.7, ., -2, 6, 1.2
- CCOc1ccc(NC(=O)CN(C)C(=O)CSCc2cccc(C)c2)cc1OCC
    15, -2.1, -1, -0.2, -12, -0.9, -3, -4, -4, 0.5
- Cc1cc(C(=O)NC2CC(C)(C)Cc3c2cnn3-c2cccc(F)c2)n(C)n1 (stereo not drawn)
    -3, -1.1, 3, 1.1, 3, -0.6, -9, -1, -1, -2.3
- C=CCN1C(=O)CSc2ccc(C(=O)NCc3ccco3)cc21
    -2, -0.2, -1, -0.7, ., -2.3, -1, ., -9, 0.4
- CC1Cc2nc(SCC(=O)N3CCOCC3)n(C)c(=O)c2S1 (stereo not drawn)
    0, -1.9, -2, 0.8, 3, -1.2, 4, 3, -6, 0.5

Entries from the list above with two or more sulfur atoms (nine):
Each structure is followed by: Tat export inh, CAL PDZ inh, DAGLB inhibitor, phage Ecoli inh, PfHsp90 set2, E coli growth, Rtt109 Vps75, Wnt act, PvdQ inh, AddAB inh
- CC(C)(C)NC(=O)CSc1nc2ccc(NC(=O)CSc3nnc(N)s3)cc2s1
    2, -2.8, -1, 3.4, 7, -1.5, 5, 0, -20, -0.4
- O=C(CSc1nc2ccccc2s1)Nc1ccc(N2CCOCC2)c(Cl)c1
    -23, -3.3, -6, 16*, -19, 12*, 5, ., 0, 21*
- CCOC(=O)Cc1csc(N/C(=N/S(=O)(=O)c2ccc(F)cc2F)c2ccccc2)n1
    -13, -0.8, 2, 2.2, -14, -0.5, 4, -1, 17, 2.4
- COc1cccc2sc(Nc3nnc(-c4cccs4)o3)nc12
    5, -0.3, 0, 0.3, ., -3.6, -4, 59*, 8, -1.5
- CCS(=O)(=O)c1ccc2oc(SCC(=O)Nc3ccc(OC)c(OC)c3)nc2c1
    2, -2.6, -3, 3.4, -24, -0.4, -13, 3, -11, 0.5
- CCc1ccc(/C=C2/C(=O)N(c3ccccc3)C(=S)N2CC(=O)OC)s1
    6, -0.2, 1, 0.3, 13, -3.6, 4, ., -2, -0.8
- COC(=O)CC1C(=O)NCCN1C(=S)NC(=O)c1sc2ccccc2c1Cl (stereo not drawn)
    -5, -3.1, 1, 3.7, 5, -1.1, 6, -2, -11, -0.8
- CCOc1ccc(C(c2c(O)nc(SC)n(C)c2=O)c2c(O)nc(SC)n(C)c2=O)cc1
    1, -0.6, -2, 0.8, -16, -0.8, 1, ., -6, -1.5
- CC1Cc2nc(SCC(=O)N3CCOCC3)n(C)c(=O)c2S1 (stereo not drawn)
    0, -1.9, -2, 0.8, 3, -1.2, 4, 3, -6, 0.5
